# KOR beta-arrestin-1: kappa opioid receptor activators – cell-based, luminescence, uHTS, primary screen (AID 1777); KOR beta-arrestin recruitment, luminescence; higher % means a stronger effect; activation, % at 10 µM, or EC50 in µM where a hit was titrated; 280,000 tested, 0.02% active; in the data active = activation above about 50%, passing the limit was not always enough; note: a part of the inactive calls stands beside numbers as strong as those of hits
# Myeloid diff 2: promotes myeloid progenitor differentiation | 360,000 tested, 1% active | calls only at 10 µM | ER-HoxA9 myeloid progenitors, lysozyme-GFP differentiation, flow cytometry | AID 624256;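 active = normalized GFP-positive differentiation at or above the plate's own cutoff, the solvent-only control mean plus 3 SD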;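 note: cells exposed to compound for four days before flow analysis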
# HIV peptide binding: inhibitors of HIV fusion peptide binding, primary screen, biochemical, uHTS, fluorescence dequenching (AID 1986); cell-free peptide binding, fluorescence dequenching, 30 min; higher % means a stronger effect; inhibition, % at 20 µM; hits with a dose series show IC50 in µM; 290,000 tested, 0.3% active; in the data active = inhibition mostly above about 52%, no sharp cut-off; inactive = mostly below about 76%; note: some results filed as inactive read as strong as hits
# Siah-1 displacement: blockers of Siah-1 interaction with plectin peptide – biochemical, fluorescence polarization, rhodamine-plectin, uHTS, primary screen (AID 1817). Siah-1 / rhodamine-plectin peptide fluorescence polarization; higher % means a stronger effect. displacement, % at 20 µM; hits with a dose series show IC50 in µM. 290,000 tested, 0.02% active;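 active = displacement of at least 50% at 20 µM, with a fluorescence ratio check between 0.3 and a set limit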;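 note: plate controls were Siah plus tracer with DMSO for no effect and tracer alone without Siah for full effect; strong numbers were not always called active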
# KOR beta-arrestin-2: KOR antagonists, beta-arrestin recruitment, cell-based, luminescence, uHTS (AID 1778); KOR beta-arrestin recruitment, luminescence, antagonist mode; higher % means a stronger effect; inhibition, % at 10 µM, or IC50 in µM where a hit was titrated; 290,000 tested, 0.091% active; note: strong numbers were not always called active
# NOD1 inhibition: inhibition of NOD1-driven NF-kB reporter – cell-based, luminescence, uHTS, primary screen (AID 1578) | NOD1-driven NF-kB luciferase reporter cells, luminescence; higher % means a stronger effect | inhibition, % at 4 µM; hits with a dose series show EC50 in µM | 290,000 tested, 1% active; in the data active = inhibition mostly above about 36%, no sharp cut-off; inactive = mostly below about 34%;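 note: HEK-293T reporter cells stimulated with the NOD1 agonist gamma-tri-DAP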
# Salmonella PhoP GFP: inhibitors of PhoP regulon expression, primary screen, Salmonella Typhimurium, GFP reporter (AID 1863) | inhibition, % at 50 µM, or IC50 in µM where a hit was titrated | S. Typhimurium PhoP-regulated promoter GFP reporter, 4 h; higher % means a stronger effect | 300,000 tested, 0.16% active;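 active = inhibition over 29.93%, a cutoff 3 SD above the screen mean, later confirmed by dose response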;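 note: 0% = low Mg2+ inducing control and 100% = high Mg2+ repressing control; strong numbers were not always called active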
# LYP inhibition: PTPN22 lymphoid phosphatase activity blockers – biochemical, fluorescence intensity, uHTS (AID 1779); recombinant LYP phosphatase, fluorescence intensity; higher % means a stronger effect; one-dose inhibition, % at 11.5 µM; IC50 in µM for titrated hits; 290,000 tested, 0.054% active;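 note: plate controls were vehicle with enzyme for no effect and no enzyme for full effect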
# NOD2 inhibition: inhibition of NOD2-driven NF-kB reporter – cell-based, luminescence, uHTS, HEK293 (AID 1566); HEK293 NOD2/NF-kB luciferase reporter, luminescence; higher % means a stronger effect; inhibition, % at 4 µM; hits with a dose series show EC50 in µM; 290,000 tested, 0.63% active; note: many of its hits are not listed in these tables
# Myeloid diff 2 GFP+ MAC1+ %: second read-out of Myeloid diff 2, no call of its own (marks repeat the call); GFP+ MAC1+ double positive, %; measured here: differentiation confirmed by MAC1 staining
# Active calls of the source: *; i = inactive; / = not tested or not shown; [ ] = another dose, or the depositor's remark. Cut-off read from the data, not from the text of the source, unless noted: active = inhibition above about 50%; inactive = the rest. Some of the compounds tested; rates above refer to the full screens.
1: Fc1ccc(/C=N/n2cnn(Cc3ccccc3Cl)c2=S)cc1
2: CC1(C)CC(=O)C2=C(C1)Nc1ccccc1N1C(=O)c3ccccc3C21 (stereo not drawn)
3: CC(=O)c1cc(C#N)c(N(C)Cc2ccccc2)nc1C
4: COc1ccccc1NC(=O)CSc1nc2ccccc2nc1N1CC(C)OC(C)C1 (stereo not drawn)
5: CCc1ccc2oc(-c3ccc(OC)cc3)cc(=Nc3cccc(C(=O)O)c3)c2c1
6: O=C(COc1ccc(-n2ccnc2)cc1)Nc1cccc(Cl)c1
7: O=C(C1CC(=O)N(c2ccc(Br)cc2)C1)N1CCCC1 (stereo not drawn)
8: N#Cc1c2n(c3c(=O)n(CC(=O)c4ccc(Br)cc4)cnc13)CCCC2

assay / entry | 1 | 2 | 3 | 4 | 5 | 6 | 7 | 8
KOR beta-arrestin-1 | 0.8% | -2.7% | 3.4% | / | -5.4% | 0.0% | 3.8% | -3.3%
Myeloid diff 2 | i | i | i | i | i | / | i | i
Myeloid diff 2 GFP+ MAC1+ % | 0.4 | 1.7 | 0.0 | 5.2 | 0.1 | / | 0.7 | 0.8
HIV peptide binding | 0.1% | 0.6% | -0.7% | -0.3% | 0.5% | -0.9% | -1.3% | -2.0%
Siah-1 displacement | 6% | -7% | 2% | 1% | 10% | -2% | 4% | 2%
KOR beta-arrestin-2 | -26% | -41% | 26% | -36%[20 µM] | 1% | 11% | 6% | 29%
NOD1 inhibition | -33% | 4% | -13% | 3% | -24% | 29% | -30% | -16%
Salmonella PhoP GFP | -1% | -12% | 6% | / | -6% | 4% | 10% | -3%
LYP inhibition | 15% | -9% | -2% | -2% | -28% | -6% | -10% | -5%
NOD2 inhibition | 1% | -7% | 24% | 9% | -125% | -3% | -2% | 12%

9: O=C(NNC(=S)NC(=O)c1ccc(Br)cc1)c1cccc([N+](=O)[O-])c1
10: c1csc(-c2ncc3ccccn23)c1
11: O=C(O)c1nn(CC(=O)N(C2CCCCC2)C2CCCCC2)c(=O)c2ccccc12
12: Cc1cc(NC(=O)CCc2ccc(S(=O)(=O)N3CCOCC3)cc2)n(-c2ccccc2)n1
13: COc1ccc(C(=O)O)cc1S(=O)(=O)NC(C)C
14: CCn1ncc([N+](=O)[O-])c1C(=O)Nc1ccc(C(=O)N2CCCCC2)cc1
15: Cc1cccc(N2Cc3ccccc3C2=NC(=O)c2ccc(Cl)nc2)c1
16: CC(C)N(Cc1nc(-c2ccccc2)no1)C(=O)CCCN1C(=O)c2ccccc2C1=O

assay / entry | 9 | 10 | 11 | 12 | 13 | 14 | 15 | 16
KOR beta-arrestin-1 | -1.3% | -4.0% | 1.0% | -5.8% | / | 0.6% | -3.9% | 0.6%
Myeloid diff 2 | i | i | i | i | i | i | i | i
Myeloid diff 2 GFP+ MAC1+ % | 0.3 | 1.2 | 1.3 | 0.5 | 0.3 | 0.9 | 0.4 | 1.3
HIV peptide binding | 11% | 0.6% | 1.7% | -0.1% | -0.9% | 0.6% | 1.9% | 0.9%
Siah-1 displacement | -10% | 1% | 2% | 3% | -1% | 4% | 0% | 2%
KOR beta-arrestin-2 | 20% | -5% | 7% | -12% | -3% | -36% | 3% | 2%
NOD1 inhibition | 3% | -20% | -21% | 2% | 3% | -3% | -9% | -21%
Salmonella PhoP GFP | -8% | 8% | 15% | -12% | 0% | 2% | 13% | 5%
LYP inhibition | 0% | -6% | -4% | -3% | -6% | -3% | -2% | 1%
NOD2 inhibition | 48% | 9% | 14% | 14% | -4% | 11% | 17% | -8%

17: Cc1nc2c(C(=O)NCCc3ccccc3Cl)c[nH]n2c(=O)c1Cl
18: CCOc1cc(/C=C2\SC(=NC)N(C)C2=O)cc(Cl)c1OC(C)=O
19: Cc1cc(C)nc(-n2nc(C)cc2NC(=O)c2ccc(F)cc2F)n1
20: O=C(NC1CCCc2ccccc21)C1CCCO1 (stereo not drawn)
21: COc1ccc(-c2csc(NC(=O)COC(=O)C3=COCCO3)n2)cc1
22: COc1cccc(NS(=O)(=O)c2ccc3c(c2)NC(=O)C(C)C(=O)N3)c1 (stereo not drawn)
23: Cc1ccc(CNC(=O)CCc2nnc3ccc(NCCCN4CCCC4=O)nn23)cc1
24: O=C(c1c(F)cccc1F)N1CCCC1

assay / entry | 17 | 18 | 19 | 20 | 21 | 22 | 23 | 24
KOR beta-arrestin-1 | -0.1% | -1.9% | 0.0% | 0.8% | -1.1% | -0.3% | 1.3% | 4.9%
Myeloid diff 2 | i | i | i | i | i | i | i | i
Myeloid diff 2 GFP+ MAC1+ % | 0.7 | 0.9 | 0.5 | 5.8 | 0.3 | 2.2 | 2.1 | 0.1
HIV peptide binding | 57%* | -0.7% | 0.0% | -1.6% | 0.8% | -1.0% | 0.7% | 0.5%
Siah-1 displacement | 2% | -2% | -3% | -2% | 4% | -2% | 1% | -1%
KOR beta-arrestin-2 | -12% | -28% | -1% | 15% | -20% | 20%[20 µM] | -8% | -34%
NOD1 inhibition | -28% | 6% | -24% | -13% | -39% | -22% | 11% | 22%
Salmonella PhoP GFP | -3% | -5% | -1% | -7% | -1% | / | 3% | -8%
LYP inhibition | 1% | 0% | 4% | -2% | 0% | -8% | -11% | -5%
NOD2 inhibition | 20% | -123% | 11% | 5% | -46% | 7% | 16% | -3%

25: O=C(NCc1ccccn1)C(=O)NCC1OCCN1S(=O)(=O)c1ccc(Cl)cc1 (stereo not drawn)
26: O=C1Nc2c(c(=O)[nH]c(=O)n2-c2ccc(F)cc2)C1(NS(=O)(=O)c1ccccc1)C(F)(F)F (stereo not drawn)
27: CC(C)OC(=O)C1C2C=CC3(CN(C(C)c4ccc(Br)cc4)C(=O)C13)O2 (stereo not drawn)
28: Cc1ccc(S(=O)(=O)N2CCC(C(=O)N3CCC[C@H]3C(=O)NCc3ccccc3)CC2)cc1
29: COc1ccc(-c2nc3ncnn3cc2C)cc1F
30: CCCCCCN1CC(O)=C(c2nc3ccccc3[nH]2)C1=N
31: COC(=O)c1ccc2[nH]c3c(c2c1)CC(C)CC3 (stereo not drawn)
32: O=C1c2ccc3c4c(ccc(c24)C(=O)N1c1cccc(O)c1)CC3

assay / entry | 25 | 26 | 27 | 28 | 29 | 30 | 31 | 32
KOR beta-arrestin-1 | 5.2% | -0.9% | -2.0% | -6.2% | -5.4% | 3.5% | 5.7% | -4.0%
Myeloid diff 2 | i | i | i | i | i | i | i | i
Myeloid diff 2 GFP+ MAC1+ % | 0.8 | 0.1 | 1.9 | 0.7 | 0.5 | 9.9 | 0.7 | 0.1
HIV peptide binding | 0.2% | -1.3% | -1.6% | -1.1% | -1.6% | 1.5% | -0.2% | 0.8%
Siah-1 displacement | 0% | -3% | -2% | -4% | -7% | 1% | -2% | -2%
KOR beta-arrestin-2 | -9% | 7% | 14% | -21% | -10% | -28% | -19% | 9%
NOD1 inhibition | -40% | 28% | 4% | 8% | 28% | -15% | -4% | -30%
Salmonella PhoP GFP | -2% | -7% | -4% | 6% | -5% | -5% | 0% | 4%
LYP inhibition | -9% | -11% | -5% | -7% | -15% | 3% | -6% | -8%
NOD2 inhibition | 5% | 0% | 9% | 2% | -18% | -22% | 1% | 24%

33: Cc1ccc(NC(=O)CS(=O)CC(=O)NC(C)CCc2ccco2)cc1Cl (stereo not drawn)
34: COc1ccc(CC(=O)O/N=C(\N)Cc2cccc3ccccc23)cc1
35: O=C(CSc1nc2ccccc2o1)N/N=C/c1ccc(O)c(O)c1
36: Cc1cc2oc(=O)cc(CN3CCOCC3)c2cc1C(C)C
37: Cc1ccc(C(=O)CCC(=O)O)cc1
38: Cc1ccc(C2C=C(c3ccc4c(c3)OCO4)Nc3ncnn32)cc1 (stereo not drawn)
39: COc1ccc(CNCc2ccncc2)c(OC)c1
40: COc1ccc(/C=N/N(c2ccccc2)c2ccccc2)cc1O

assay / entry | 33 | 34 | 35 | 36 | 37 | 38 | 39 | 40
KOR beta-arrestin-1 | 0.7% | -0.1% | 0.0% | -3.5% | 9.3% | -1.0% | 7.9% | -2.7%
Myeloid diff 2 | i | i | i | i | / | i | i | i
Myeloid diff 2 GFP+ MAC1+ % | 1.0 | 0.2 | 0.5 | 1.7 | / | 0.7 | 0.1 | 0.7
HIV peptide binding | -1.1% | 6.0% | 18% | -0.5% | -0.5% | 6.3% | 1.3% | -1.2%
Siah-1 displacement | 0% | 6% | 35% | 3% | 1% | -1% | 2% | 4%
KOR beta-arrestin-2 | -43% | 5% | 14% | -12% | -3% | -16% | -17% | 21%
NOD1 inhibition | -8% | -27% | -2% | -35% | 12% | -4% | 11% | -12%
Salmonella PhoP GFP | -12% | -1% | 3% | -5% | 4% | -8% | 3% | -1%
LYP inhibition | -7% | -1% | 0% | -7% | -11% | 5% | -5% | -3%
NOD2 inhibition | 11% | -2% | -44% | -6% | 9% | 4% | 8% | 21%

# 6 compounds picked at random from those above:
1: Fc1ccc(/C=N/n2cnn(Cc3ccccc3Cl)c2=S)cc1
21: COc1ccc(-c2csc(NC(=O)COC(=O)C3=COCCO3)n2)cc1
24: O=C(c1c(F)cccc1F)N1CCCC1
36: Cc1cc2oc(=O)cc(CN3CCOCC3)c2cc1C(C)C
22: COc1cccc(NS(=O)(=O)c2ccc3c(c2)NC(=O)C(C)C(=O)N3)c1 (stereo not drawn)
31: COC(=O)c1ccc2[nH]c3c(c2c1)CC(C)CC3 (stereo not drawn)

assay / entry | 1 | 21 | 24 | 36 | 22 | 31
KOR beta-arrestin-1 | 0.8% | -1.1% | 4.9% | -3.5% | -0.3% | 5.7%
Myeloid diff 2 | i | i | i | i | i | i
Myeloid diff 2 GFP+ MAC1+ % | 0.4 | 0.3 | 0.1 | 1.7 | 2.2 | 0.7
HIV peptide binding | 0.1% | 0.8% | 0.5% | -0.5% | -1.0% | -0.2%
Siah-1 displacement | 6% | 4% | -1% | 3% | -2% | -2%
KOR beta-arrestin-2 | -26% | -20% | -34% | -12% | 20%[20 µM] | -19%
NOD1 inhibition | -33% | -39% | 22% | -35% | -22% | -4%
Salmonella PhoP GFP | -1% | -1% | -8% | -5% | / | 0%
LYP inhibition | 15% | 0% | -5% | -7% | -8% | -6%
NOD2 inhibition | 1% | -46% | -3% | -6% | 7% | 1%

# Next results:
41: CCn1ccnc1CN(C)C(=O)c1cc(COc2ccc(Cl)cc2OC)on1
42: O=C(c1ccccc1)[C@H]1[C@H](c2ccccc2)[C@@]2(N=C(c3ccccc3)OC2=O)C2c3ccccc3C=NN21 (stereo partly drawn)
43: O=c1oc2ccccc2c(NCCc2ccccc2)c1[N+](=O)[O-]
44: COc1ccc(/C=C2\SC(=S)N(CCCC(=O)Nc3ccccn3)C2=O)cc1OC

assay / entry | 41 | 42 | 43 | 44
KOR beta-arrestin-1 | -7.6% | 7.7% | 1.4% | 0.8%
Myeloid diff 2 | i | / | i | i
Myeloid diff 2 GFP+ MAC1+ % | 0.4 | / | 0.8 | 1.7
HIV peptide binding | -1.8% | 4.0% | -1.4% | 11%
Siah-1 displacement | -8% | -1% | 6% | 8%
KOR beta-arrestin-2 | 37% | 8% | 6% | -26%
NOD1 inhibition | 5% | 3% | 26% | 12%
Salmonella PhoP GFP | -2% | -7% | 23% | -8%
LYP inhibition | -4% | -4% | -3% | 10%
NOD2 inhibition | 1% | -20% | 14% | 6%
